LMPTP block – blocks human LMPTP phosphatase. inhibition, % at 20 µM. recombinant LMPTP-A, OMFP fluorogenic substrate, fluorescence intensity. 0.22% of 360,000 active. P24666;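 active means compounds that cut the enzyme signal by at least half of the control window in the single-dose screen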;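 further: plate controls were DMSO wells with enzyme plus substrate for no effect and substrate without enzyme for full effect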
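Test system – LMPTP-A enzyme · Amount – LMPTP-A at 0.625 nM final in the reaction · Buffer or medium – Bis-Tris pH 6.0, DTT, detergent · Reagent – OMFP 400 µM · Doses – single 20 µM dose · Schedule – reaction 50 min, room temperature, dark · Detection – fluorescence intensity of OMFP turnover product · Evaluation – percent inhibition versus substrate-only and uninhibited controls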
MsrA inhibitor – bovine MsrA inhibition. inhibition, % at 15.5 µM. AID 651718. purified bovine MsrA, absorbance read-out. 0.75% of 360,000 active; in the data active means inhibition above about 4.5%;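 further: 0% = vehicle wells with enzyme and 100% = reference inhibitor wells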
STEP inh – blocks human striatal-enriched tyrosine phosphatase; P54829; recombinant STEP, OMFP fluorogenic substrate, fluorescence; inhibition, % at 20 µM; 0.25% of 360,000 active;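 active means inhibition at 20 µM, scaled per plate between control wells, above about 37%, limit read from the data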;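 further: 0% = DMSO with enzyme and substrate and 100% = substrate only without enzyme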
Target sequence (P54829 whole entry, looked up): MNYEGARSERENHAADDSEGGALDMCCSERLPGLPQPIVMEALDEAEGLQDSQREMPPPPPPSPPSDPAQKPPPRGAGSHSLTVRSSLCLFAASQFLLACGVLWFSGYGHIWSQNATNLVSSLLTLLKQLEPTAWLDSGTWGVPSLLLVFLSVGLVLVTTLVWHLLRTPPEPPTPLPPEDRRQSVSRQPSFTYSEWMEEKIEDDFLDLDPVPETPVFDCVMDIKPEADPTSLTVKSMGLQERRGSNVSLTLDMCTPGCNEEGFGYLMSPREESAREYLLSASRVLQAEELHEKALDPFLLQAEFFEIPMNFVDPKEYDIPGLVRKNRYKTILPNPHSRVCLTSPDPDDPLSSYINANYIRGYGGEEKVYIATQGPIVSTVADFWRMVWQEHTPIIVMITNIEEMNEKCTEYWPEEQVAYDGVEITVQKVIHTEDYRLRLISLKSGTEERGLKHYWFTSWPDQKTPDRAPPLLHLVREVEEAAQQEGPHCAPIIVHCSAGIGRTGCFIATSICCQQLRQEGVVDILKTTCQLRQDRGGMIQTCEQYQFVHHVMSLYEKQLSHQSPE
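System: STEP (striatal-enriched tyrosine phosphatase) enzyme, cell-free; medium: Bis-Tris pH 6.0 buffer with DTT, detergent; dosing: 20 µM, 1% DMSO; times: reaction 20 min, ambient temperature; detection: fluorescence, 480/540 nm; read-out basis: normalized % inhibition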
NadD block – inhibitors of Staphylococcus aureus NadD | AID 602399 | purified NadD enzyme, colorimetric absorbance read-out | inhibition, % at 20 µM | 0.78% of 360,000 active; in the data active means inhibition above about 26%; further: some compounds past the cut are filed as inactive
DNMT1 inh – inhibitors of human DNMT1 | P26358 | 0.83% of 360,000 active | DNMT1 molecular beacon, Hinp1I cleavage, fluorescence | AID 588458 | inhibition (reported as % activation of signal), % at 10 µM; in the data active means inhibition above about 50%
Tb MetRS inh – Trypanosoma brucei MetRS inhibition. purified T. brucei MetRS, ATP depletion, Kinase-Glo luminescence. inhibition, % at 11.9 µM. 0.4% of 360,000 active;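 active means inhibition above a per-plate cutoff of the control wells' mean inhibition plus 3 SD, cut at about 5.5% in these data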;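 further: 0% = DMSO wells median and 100% = median of wells with control inhibitor compound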
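Measured by: Kinase-Glo luciferase luminescence reporting remaining unconsumed ATP. Material: purified T. brucei MetRS enzyme. Doses: 11.9 µM compound single dose, 0.9% DMSO. Medium: HEPES buffer containing pyrophosphatase, BSA, spermine, DTT. Times: 15 min preincubation, 2 h reaction, all 25 °C. Reagent: methionine, ATP and bulk E. coli tRNA.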
Scp-1 inhibitor – inhibitors of human Scp-1 phosphatase; Q9GZU7; Recombinant Scp1, phosphopeptide, malachite green phosphate absorbance; inhibition, % at 20 µM; 0.88% of 340,000 active; AID 493091;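 active means inhibition above about 50% at 20 µM, limit read from the data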;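 further: plate controls were DMSO wells with enzyme for no effect and wells lacking enzyme for full effect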
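Assay system: SCP-1 catalytic fragment, aa 76-261 | Buffer or medium: Tris acetate buffer pH 5.5 with MgCl2 and Tween-20 | Compound: One concentration, 20 µM, with 1.0% DMSO | Also added: Phospho 17-mer peptide substrate | Signal: Absorbance at 630 nm | Incubation: 45 min enzyme reaction at room temperature | Measure: % inhibition of SCP-1 phosphate liberation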
SUMO1 PPI mod – alters human SUMO1 binding to SIM partners | P63165 | 0.33% of 360,000 active | SUMO1 binding to a labelled peptide, TR-FRET, 1 h | inhibition, % at 20 µM; in the data active means inhibition above about 37%
Target sequence (P63165 whole entry, looked up): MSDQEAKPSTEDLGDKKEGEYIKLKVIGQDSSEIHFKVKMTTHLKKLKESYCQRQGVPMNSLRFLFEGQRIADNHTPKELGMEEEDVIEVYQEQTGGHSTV
Rpn11 inh – inhibitors of human proteasome Rpn11; O00487; 0.59% of 360,000 active; human 26S proteasome, Ub4-pepOG fluorescence polarization; 20S core pre-blocked with epoxomicin; calls only at 20 µM; AID 588493;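 active means inhibition at 20 µM, scaled to each plate's controls, above about 33%, limit read from the data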
CSN deneddyl inh – CSN deneddylation inhibition; Purified CSN, SCF-Nedd8-OG deneddylation, fluorescence polarization; 0.38% of 360,000 active; inhibition, % at 12.5 µM; AID 651999; Q92905;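 active means pattern-corrected inhibition above about 35%, with an unprinted fluorescence ratio check between 0.5 and 1.5, limit read from the data, passing the limit was not always enough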;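 further: 0% = enzyme with substrate and 100% = substrate without enzyme; some results filed as inactive read as strong as hits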
Target sequence (Q92905 whole entry, looked up, one chain of several): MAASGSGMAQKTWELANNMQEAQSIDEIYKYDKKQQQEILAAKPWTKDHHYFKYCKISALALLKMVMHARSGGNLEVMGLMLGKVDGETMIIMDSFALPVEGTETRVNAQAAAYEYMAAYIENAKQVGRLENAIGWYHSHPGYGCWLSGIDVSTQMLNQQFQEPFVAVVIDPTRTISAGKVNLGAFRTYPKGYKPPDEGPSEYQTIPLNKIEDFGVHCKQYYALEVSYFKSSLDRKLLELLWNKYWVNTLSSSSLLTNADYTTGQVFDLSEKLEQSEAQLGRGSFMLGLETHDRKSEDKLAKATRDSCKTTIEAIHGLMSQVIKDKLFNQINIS
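assay system = purified human Csn5 enzyme expressed in HEK293T cells | amount = 0.24 nM enzyme | buffer or medium = Tris/NaCl/DTT buffer, pH 7.5 | reagent = 10 nM SCFSkp2-Nedd8OG | compound = one concentration, 12.5 µM, 0.25% DMSO | times = 90 min reaction at room temperature | signal = FP | read-out basis = % inhibition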
* marks the source's active call; other numbers are inactive results; i = inactive; . = no result given. These rows are one share of the data (hit frequency here may not be typical).

SMILES	LMPTP block	MsrA inhibitor	STEP inh	NadD block	DNMT1 inh	Tb MetRS inh	Scp-1 inhibitor	SUMO1 PPI mod	Rpn11 inh	CSN deneddyl inh
Fc1ccc(CCNCc2ccc(Cl)c(Cl)c2)cc1	-1.6	-0.3	-3.0	-4.7	-0.9	-1.2	9.7	-1.3	i	-4.4
Cc1ccc(-n2c(O)c(/C=N/N3CCCCCC3)c(=O)[nH]c2=O)cc1C	-0.3	-0.4	-0.3	3.1	-1.9	-0.2	-10.5	1.9	i	-1.1
CCCCn1c(=O)c(C(=O)Nc2ncccc2C)c(O)c2ccccc21	1.9	1.6	2.4	27.7	-3.2	-0.6	-2.4	14.4	i	-4.9
CC(=O)c1c(C)n(Cc2ccccc2)c2ccc(O)cc12	4.2	0.3	3.1	-3.0	-2.6	-0.8	-1.8	2.6	i	-6.1
CCN(CC)c1ccc(N=Cc2c(O)n(-c3ccc(Cl)cc3)c(=O)[nH]c2=O)cc1	0.9	-0.7	-13.2	18.9	10.7	-0.1	-6.7	-1.3	.	48.7
c1ccc2c(CCNC3CCCCC3)c[nH]c2c1	-0.8	0.2	-1.3	-2.3	-4.4	-0.7	-8.7	6.1	i	-17.6
O=[N+]([O-])c1oc2ccc3ccccc3c2c1CCO	-1.2	1.1	-2.2	0.6	-14.4	-0.4	-0.3	-32.2	i	6.4
CN1CN=C(N[N+](=O)[O-])N(Cc2ccco2)C1	1.5	-1.3	-2.8	2.3	2.0	-0.1	3.7	-0.3	i	-6.8
Cc1ccc2cc(CNCCc3ccccc3C)c(=O)[nH]c2c1	-0.7	-0.1	1.8	-2.8	-3.2	-0.7	-7.3	-14.9	i	4.1
CCCC/C(=N/O)c1c(C)[nH]c2ccccc12	-1.8	0.2	-1.5	-3.4	-1.4	-0.8	3.8	1.0	i	-0.6
Cn1cccc1/C=C1\C(=O)NC(=O)N(CCC2=CCCCC2)C1=O	-0.1	-1.0	-0.3	-1.5	5.1	-0.5	-5.6	-1.2	.	-1.1
CCOC(=O)C(O)(c1ccc(N(CC)C(=O)COc2ccccc2)cc1)C(F)(F)F (stereo not drawn)	-0.2	.	-1.4	-2.2	-5.9	0.3	-5.5	-1.2	i	-0.3
c1ccc(CNC2=NCCS2)cc1	-2.2	0.5	-3.5	-5.9	2.2	-1.1	-10.4	-1.1	i	3.5
Cc1ccc(NP(=O)(c2ccccc2)c2nc3ccccc3s2)cc1 (stereo not drawn)	0.7	1.2	0.4	-1.0	1.7	0.1	-0.7	2.1	i	0.6
COc1ccc2c(c1OC)C(=O)O[C@H]2[C@@H]1c2cc3c(cc2CCN1C)OCO3	-1.2	-0.6	-1.3	-3.0	3.9	-0.8	-8.8	2.2	i	0.8
CNc1cc(N2CCNCC2)ccc1[N+](=O)[O-]	5.5	1.6	3.1	0.2	0.7	-1.1	-1.7	-19.4	i	-1.1
Cc1c(C=O)c2ccccc2n1Cc1ccc(F)cc1	0.8	1.7	-0.2	-2.3	-0.8	1.2	-9.1	4.0	i	-3.6
N=C(N)c1c(O)n(C2CCCCC2)c(=O)n(C2CCCCC2)c1=O	1.4	1.5	2.5	-9.8	-4.9	-0.8	-10.3	0.4	i	-4.0
O=C(c1cccn2c(=O)c3cc(Br)ccc3nc12)N1CCC2(CC1)OCCO2	-0.5	0.2	-4.3	-0.6	0.9	0.1	-3.4	-16.7	i	-0.6
O=P(O)(O)/C=C(\Cl)c1ccccc1	-1.7	-1.5	-0.2	-5.6	2.9	-0.6	0.6	-0.3	i	-3.6
C[C@]12C[C@@H](O)[C@H](O)CC1=CCC1C2CC[C@@]2(C)C1CC[C@@H]2O (stereo partly drawn)	1.0	-0.1	-0.3	0.1	0.7	-0.2	1.9	0.4	i	-2.6
O=C1OCCN1P(=O)(c1ccccc1)c1ccccc1	-0.7	-0.5	-1.2	3.2	-2.2	-0.8	-1.2	25.5	i	2.0
CCC1CN1P(=O)(N1CCCC1)N1CC1CC (stereo not drawn)	-5.5	-0.6	-3.2	-6.4	2.2	0.1	-13.4	-2.8	i	-5.5
CCN(CC)P(=O)(Oc1cccc(C)c1)N(CC)CC	1.7	0.8	-2.7	1.1	2.4	-0.5	-5.2	1.9	i	-0.1
CCn1c(O)c(/C=N/NC(=O)c2ccccc2)c(=O)[nH]c1=S	-1.6	1.5	-1.4	-1.9	1.0	-0.3	-16.4	-8.6	i	6.5
COc1ccc2c(c1O)-c1c(OC)c(OC)cc3c1[C@H](C2)N(C)CC3	-2.0	-0.4	-2.3	0.0	-1.1	-0.7	-6.3	-1.7	i	3.8
CNCC1(c2ccccc2)CCCC1	0.4	0.8	0.1	-1.6	1.3	0.6	0.6	-4.3	i	4.1
O=C1C2C3CCC(O3)C2C(=O)N1CCO (stereo not drawn)	0.2	-1.5	1.4	-1.8	6.4	-0.6	0.9	2.0	i	2.0
Cc1ccc2c(c1)CC1(CN2C)C(=O)NC(=O)N(CCC2=CCCCC2)C1=O (stereo not drawn)	0.6	0.9	2.3	1.2	-2.9	0.1	-4.5	-0.5	i	1.2
COc1ccc2c(c1O)C13CCN(C)C(C2)C1CCC(=O)C3 (stereo not drawn)	-0.6	-0.1	-0.6	-2.9	-1.6	0.2	-3.1	4.0	i	-1.9
CCn1c(O)c(N=Nc2ccc(S(=O)(=O)N3CCOCC3)cc2)c(=O)n(CC)c1=S	-0.2	-0.1	3.8	12.1	28.3	-0.7	-2.0	-38.8	i	0.1
CCOc1ccccc1-n1c(O)c(C=NCCCN(CC)CC)c(=O)[nH]c1=O	-5.2	0.5	-1.3	0.2	0.1	0.0	5.8	2.8	i	3.9
Cc1cccc(OCC(=O)N2CCN(Cc3ccncc3)CC2)c1	-3.4	0.8	-4.4	-0.3	2.1	0.1	-4.9	0.2	i	1.5
CC(=O)N1CCC(N2CCCC(C(=O)c3cccc(Cl)c3)C2)CC1 (stereo not drawn)	0.3	1.0	4.9	-5.5	-5.0	0.9	-3.1	-6.9	i	0.3
CCN(CC)C(=O)c1ccc(NC(=O)CN2CCc3cc(OC)c(OC)cc3C2)cc1	1.2	-1.8	1.1	3.6	-2.4	-0.5	4.2	-8.1	i	3.0
O=C1CC(=O)N(Cc2ccccc2)C(=O)N1	-1.4	-0.5	0.0	-5.3	1.6	-0.3	2.2	0.7	i	3.2
O=C(COC(=O)Cc1ccccc1)Nc1ncc(Cl)cc1Cl	-1.0	-0.6	-1.1	-1.2	-1.8	-1.5	4.8	3.7	i	-2.9
[N-]=[N+]=NCc1cn2cccnc2n1	-1.7	1.3	-1.4	-0.8	-0.9	-1.3	8.4	1.3	i	0.3
O=P(Nc1ccccc1)(Nc1ccccc1)Oc1ccccc1	-0.4	-1.7	-7.2	-1.8	1.8	-0.3	-8.9	2.9	i	3.4
COc1cc2c(c(OC)c1OC)-c1ccc(O)cc1[C@@H](NC(C)=O)CC2	-0.2	0.6	-2.5	0.7	4.7	-0.4	-5.8	-2.1	i	2.6

Full records, looked up by structure.
O=C1C2C3CCC(O3)C2C(=O)N1CCO (stereo not drawn) across the screens: LMPTP block: 0.2; MsrA inhibitor: -1.5; STEP inh: 1.4; NadD block: -1.8; DNMT1 inh: 6.4; Tb MetRS inh: -0.6; Scp-1 inhibitor: 0.9; SUMO1 PPI mod: 2.0; Rpn11 inh: i; CSN deneddyl inh: 2.0
CNCC1(c2ccccc2)CCCC1 across the screens: LMPTP block: 0.4; MsrA inhibitor: 0.8; STEP inh: 0.1; NadD block: -1.6; DNMT1 inh: 1.3; Tb MetRS inh: 0.6; Scp-1 inhibitor: 0.6; SUMO1 PPI mod: -4.3; Rpn11 inh: i; CSN deneddyl inh: 4.1

The listing continues:
SMILES	LMPTP block	MsrA inhibitor	STEP inh	NadD block	DNMT1 inh	Tb MetRS inh	Scp-1 inhibitor	SUMO1 PPI mod	Rpn11 inh	CSN deneddyl inh
CCNC(=O)C1OC(n2cnc3c(N)ncnc32)C(O)C1O (stereo not drawn)	1.7	1.0	-1.7	-1.5	1.4	-0.4	2.6	-1.4	i	-1.4
CN1CCN(Cc2ccc(OC(F)(F)F)cc2)CC1	-5.1	2.0	1.1	-3.7	-5.8	-0.4	22.4	-1.6	i	-0.8
O=S(=O)(c1ccccc1)N1CN2CCN(C2)C1	-10.5	0.1	-2.5	3.6	3.3	1.4	-2.9	3.8	i	3.2
CCCCn1c(O)c(C(CC)=NCc2ccc(F)cc2)c(=O)[nH]c1=O	-0.7	0.9	-3.7	4.3	-0.9	-0.8	-7.3	-4.4	i	4.1
Fc1ccc2c(c1)nnn2C1CCN(Cc2nnnn2C2CCCCC2)CC1	-0.3	0.6	-0.6	3.6	-6.3	-0.2	-5.5	2.9	i	3.9
Cc1c(NP(=S)(C(C)(C)C)C(C)(C)C)c(=O)n(-c2ccccc2)n1C	-0.8	0.3	5.2	2.4	1.4	-0.2	-2.2	0.0	i	4.9
Cc1ccc(Cn2nnnc2CN2CCC(n3nnc4cc(C(F)(F)F)ccc43)CC2)cc1	3.7	-0.7	-1.3	-0.5	-10.2	-0.1	0.5	1.2	i	1.4
O=C(C1CCCN(c2nnc(-n3cccc3)s2)C1)N1CCC2(CC1)OCCO2 (stereo not drawn)	-0.8	1.8	0.5	3.8	4.1	-0.6	3.8	2.2	i	-2.7
CC(=O)O[C@@]12CO[C@@H]1C[C@H](OC1OCC(O)C(O)C1O)[C@@]1(C)C(=O)[C@H](O)C3=C(C)[C@@H](OC(=O)[C@H](O)[C@@H](NC(=O)c4ccccc4)c4ccccc4)C[C@@](O)([C@@H](OC(=O)c4ccccc4)C12)C3(C)C (stereo partly drawn)	-0.6	0.8	-2.3	7.4	-8.2	0.2	-1.3	3.1	i	-3.1
COC(=O)C1=C(c2ccc(F)cc2F)C[C@@H]2CC[C@H]1N2C(=O)NC(C)C	-1.4	.	2.1	-4.7	0.6	0.4	0.6	4.4	i	3.5
COc1ccc2c(c1)[C@@]13CCC=C[C@H]1[C@@H](C2)NCC3	-1.6	-1.0	-2.2	-0.8	-0.3	-0.8	-11.7	-1.3	i	-2.2
CCC(=NCC1CCCO1)c1c(O)n(-c2ccc(Cl)cc2)c(=O)[nH]c1=O (stereo not drawn)	-1.0	0.4	-0.1	2.5	-0.7	-1.1	-0.4	0.0	i	-0.6

Bioassay records from PubChem.
